Source: PubChem
All columns: NCI-60 one-dose screen, growth in % after 48 h at 10 µM unless noted; 100 = growth as untreated, 0 = no growth, -100 = all killed.
SK-MEL-5: SK-MEL-5 melanoma. AID 1794755. 80,000 compounds, 6.4% hits
EKVX: EKVX NSCLC | 71,000 compounds, 3% hits | AID 1794765
SK-MEL-28: SK-MEL-28 melanoma; 81,000 compounds, 4.1% hits
A549/ATCC: A549/ATCC NSCLC. 81,000 compounds, 3.7% hits. AID 1794740
M14: M14 melanoma; 80,000 compounds, 6.2% hits; AID 1794745
HOP-62: HOP-62 NSCLC | AID 1794735 | 80,000 compounds, 3.9% hits
HOP-92: HOP-92 NSCLC cells; 71,000 compounds, 6.3% hits
SK-MEL-2: SK-MEL-2 melanoma; AID 1794763; 77,000 compounds, 4.7% hits
* hit, by the source's call; / = not tested or not shown; & = joins results of further samples; ! = a repeat was not active. How the source made its calls: active means growth percent below 10; inactive means the rest. Compounds as they come; overall some 11% were active at least once.

Every second line gives: SK-MEL-5, EKVX, SK-MEL-28, A549/ATCC, M14, HOP-62, HOP-92, SK-MEL-2
COc1cc(C)c2c(c1OC)Cc1c(C)cc(OC)c(OC)c1C2
→ 70, 87, 104, 89, /, 90, 50, 100
CC(Oc1ccc(C(C)(C)C)cc1)C(=O)O (stereo unspecified)
→ 102, 94, 102, 99, 98, 105, 92, 96
Cc1c2ccccc2nc(CSC#N)[n+]1[O-]
→ 101, 96, 105, 100, 90, 85, 105, 97
CN(C)c1ccnc(CNCCSC2(c3ccc(C(F)(F)F)cc3)c3ccccc3C=Cc3ccccc32)c1
→ -97*, -24*, -67*, 2.7*, -75*, 17, -10*, -41*
COc1cc(OC)c(C(=O)c2ccccc2[N+](=O)[O-])c(OC)c1
→ 103, 107, 97, 94, 124, 98, 100, 117
CC(=O)C1CCC2C3CC4OCC5(CCC(=O)C=C45)C3CCC12C (stereo unspecified)
→ 111, 106, 104, 100, 97, 112, 92, 98
Nc1ccc(Cl)nc1
→ 101, 95, 110, 125, 99, 86, 99, 126
CCCCNCc1ccc(N(CC)CC)cc1
→ /, /, 118, 103, 92, 106, 96, 95
CN(C)c1nc2sc3cc(Cl)c(Cl)cc3n2c(=O)c1C#N
→ 87, 96, 119, 116, 101, 98, 87, 99
COc1ccc(-c2nnc(-c3ccc4c(c3)nc(-c3cccs3)n4C3CCCCC3)o2)cc1
→ 29, 65, 90, 58, 60, 77, 57, 79
CCCCCC/C(C)=C\C(=O)OCC
→ 101, 90, 104, 103, 100, 96, 91, 126
Nc1cccc(/C=C\C(=O)O)c1
→ 94, 128, 104, 100, 104, 113, 160, 112
Cn1c(=O)c2[nH]c(SC/C(=N/O)c3ccccc3)nc2n(C)c1=O
→ 103, 101, 105, 96, 105, 104, 101, 105
O=S(=O)(NCCNc1cc(-c2cn(-c3ccccc3)nc2-c2ccccc2)ccn1)c1ccc(F)cc1
→ 69, 71, 104, 78, 87, 99, 41, 108
Cc1cc(C)c(/C=C(\C#N)c2nc3ccccc3n2C)[nH]1
→ 97, 74, 108, 96, 103, 90, 90, 101
Cc1cccc(C)c1[N+](=O)[O-]
→ 100, 112, 113, 100, 110, /, 104, 108
CCOC(=O)c1nn(C2CCCCO2)c2ccc(NC(=O)CN3CCN=C3Cc3cccc4ccccc34)cc12 (stereo unspecified)
→ 98, 98, 102, 104, 100, 95, 79, 105
O=C(N/N=C/c1ccc2ccccc2n1)c1ccc(OCc2nc3ccc(Cl)cc3[nH]2)cc1
→ 110, 95, 99, 95, 88, 97, 106, 94
CC(Nc1nc2sc3c(c2c(=O)[nH]1)CCCC3)c1nnnn1-c1ccc(Br)cc1 (stereo unspecified)
→ 95, 84, 120, 60, /, 86, 81, 106
O=C(/C=C(/C=C/c1ccc2[nH]ccc2c1)OB(F)F)/C=C/c1ccc2[nH]ccc2c1
→ 12, 4.6*, 22, -54*, -28*, -17*, 4.5*, 26
c1ccc2c(c1)nc1n2CCC1
→ 103, 108, 107, 96, 103, 101, /, 110
CC(=O)OC(C)(C)Cc1ccccc1
→ 105, 116, 117, 103, 107, 108, /, 110
COc1ccc(/C=C(\C#N)n2nnc3ccc(Cl)cc32)cc1
→ 82, 90, 71, 59, 58, 111, 74, 63
Cn1c(=O)[nH]c(N)c(Br)c1=O
→ 107, 115, 113, 107, 109, 104, 100, 103
CC(C)(C)c1ccc(C(=O)N2CCOC23CCCCC3)cc1
→ 97, 90, 110, 102, 90, 102, 101, 114
N#CC1=C(N)Oc2c(c(=O)[nH]c3ccc(Br)cc23)C12C(=O)Nc1ccccc12 (stereo unspecified)
→ 103, 97, 107, 93, 94, 88, 101, 106
Cc1cc(O)c(C(C)C)cc1N=Cc1ccc(O)cc1O
→ 94, 101, 102, 93, 110, 105, 89, 101
COc1cc2c(=O)n(C)c3c4cc5c(cc4ccc3c2cc1OC)OCO5
→ 75, 81, 109, 79, 77, 63, 115, 97
O=C(CN1CCOCC1)NNc1ncnc2ccccc12
→ 98, 86, 71, 105, 55, 115, 51, 96
CCN(CCO)CCNc1ccc(C)c2sc3cc(Cl)ccc3c(=O)c12
→ -94*, 84, -62*, 25, -74*, 38, 4.5*, 94
NC(=O)NCC(N)C(=O)O (stereo unspecified)
→ 98, 99, 103, 87, 104, 89, 112, 111
CC(=O)Nc1cc2c(cc1Br)-c1ccccc1C2
→ 89, /, 106, /, 102, 97, 81, 115
CCCCNC1(C#N)CCN(Cc2ccccc2)CC1
→ 107, 95, 102, 110, 77, 87, 90, 102
O=S(=O)(O)c1ccc(O)c(C2CCCCC2)c1
→ 101, /, 110, 97, 101, 87, 93, 102
O=C1Nc2ccc(Cl)cc2/C1=N\N=C\c1ccsc1
→ 98, /, 119, 99, 101, 83, 100, 111
c1ccc2c(c1)CCC2c1ccc2ccccc2c1 (stereo unspecified)
→ 80, 89, 99, 90, 92, 78, 86, 103
Cc1c(C)n(CC(O)CNC2CCCCC2C)c2ccccc12 (stereo unspecified)
→ -86*, /, -85*, -31*, -59*, -71*, -60*, -50*
O=C1c2c(c3c4cccnc4[nH]c3c3ccc4ccccc4c23)C(=O)N1CCN1CCOCC1
→ 44, 87, 93, 55, 47, 48, 81, 98
COc1ccc(-c2[nH]c(=S)nc3c2c(N)nn3-c2ccccc2)cc1
→ 103, 87, 106, 98, 100, 100, 92, 108
CN(C)CC1C(=O)O[C@H]2[C@H]1CC/C(COC(=O)NCc1ccc(Cn3c(=O)sn(CCCI)c3=O)cc1)=C\CC[C@@]1(C)O[C@@H]21 (stereo partly specified)
→ 64, 90, -80*, 101, -57*, 84, -87*, 63
CCCCCCCCCC(=O)NC(C)(C)C(=O)N1CCC[C@H]1C(=O)N[C@@H](CC(C)C)C(=O)N[C@@](C)(CC)C(=O)N[C@@H](CCC(N)=O)C(=O)N[C@H](CCC(N)=O)C(=O)NC(C)(C)C(=O)NC(C)(C)C(=O)N[C@@H](CCC(N)=O)C(=O)N[C@H](CC(C)C)C(=O)N[C@H](CO)CC(C)C
→ -94*, -65*, -100*, -72*!, -66*, -64*, -44*, -74*
NC1=CC(=O)c2ccccc2C1=O
→ 23, 95, 103, 76, 83, 81, 91, 89
CC1(C)C(=O)/C(=C\O)C[C@]2(C)[C@H]3C(=O)C=C4[C@@H]5C[C@@](C)(C(=O)O)CC[C@]5(C)CC[C@@]4(C)[C@]3(C)CC[C@@H]12
→ 100, 113, 110, 107, 112, 107, 112, 109
Nc1cc(Cc2ccccc2)ccc1O
→ 103, 84, 110, 101, 107, 131, 104, 109
COc1ccc(-n2ncn(Cc3nc(-c4ccccc4)n[nH]3)c2=O)cc1
→ 102, 103, 104, 67, 95, 71, 74, 80
C#CCNC(=O)c1cc(C(=O)c2ccc(Cl)cc2)n2ccc(C)cc12
→ 89, 95, 105, 84, 102, /, 64, 105
Cc1ccc2sc3c(c2c1)Oc1nc[nH]c(=O)c1C3c1cccc(F)c1 (stereo unspecified)
→ 96, 88, 110, 99, 99, 99, /, 102
COc1cc2c(cc1OCCCN1CCN(CCCOc3cc4c(cc3OC)C(=O)N3C[C@H](F)C[C@H]3C=N4)CC1)N=C[C@@H]1C[C@@H](F)CN1C2=O
→ -45*, -34*, -51*, 6.5*, -8.0*, 28, -6.1*, -21*
Cc1c(C#N)c2n(c1C)CCCC(=O)N2
→ 111, 108, 105, 96, 112, 108, /, 107
Nn1c(N/N=C/c2sc3ccccc3c2Br)n[nH]c1=S
→ 82, 84, 90, 93, 93, 93, 77, 106
C=CC[Se]C(=O)Cc1c(C)n(C(=O)c2ccc(Cl)cc2)c2ccc(OC)cc12
→ -70*, -63*, -16*, -5.2*, -35*, -17*, -22*, 8.5*
O=C(N/N=C/c1cccc(OCc2ccccc2)c1)c1cnn2c1NC(c1ccccc1)C2 (stereo unspecified)
→ 85, 104, 68, 59, 74, 34, 77, 89
CCOC(=O)Nc1cc(OC)cc2ccc(C)nc12
→ 97, /, 112, 98, 104, 108, 91, 113
O=C(Nc1ccc(Cl)cc1C1=NCC(CO)O1)c1ccccc1 (stereo unspecified)
→ 100, 86, 99, 93, 101, 99, 112, 104
COC(=O)C1OCOC2C(C(=O)OC)OCOC12 (stereo unspecified)
→ 125, 123, 123, 111, 97, 120, 86, 105
O=[N+]([O-])c1cc2c(cc1Br)C1C(C3C2C(Cl)(Cl)C(Cl)=C(Cl)C3(Cl)Cl)C(Cl)(Cl)C(Cl)=C(Cl)C1(Cl)Cl (stereo unspecified)
→ 102, /, 102, 96, 91, 92, 100, 81
CC(C)(C)c1nn(-c2ccccc2)c2c1COCN2Cc1ccc(F)cc1
→ 79, 95, 103, 96, 97, 83, 81, 71
COc1cc(OC)cc(C2CC(=O)Nc3c2c(C)nn3-c2nc3ccccc3[nH]2)c1 (stereo unspecified)
→ -62*, 18, 38, 15, 12, -44*, 0.3*, 38
O=c1onc(-c2cc3ccccc3nc2Cl)n1-c1ccc(F)cc1
→ 76, 80, 105, 89, 79, 86, 96, 96
CCCCOc1ccc(/C=C2/SC(N3CCOCC3)=NC2=O)cc1OCC
→ 99, 91, 97, 96, 92, 104, 71, 102

Structures listed so far with a nitro group on carbon:
Every second line gives: SK-MEL-5, EKVX, SK-MEL-28, A549/ATCC, M14, HOP-62, HOP-92, SK-MEL-2
COc1cc(OC)c(C(=O)c2ccccc2[N+](=O)[O-])c(OC)c1
→ 103, 107, 97, 94, 124, 98, 100, 117
Cc1cccc(C)c1[N+](=O)[O-]
→ 100, 112, 113, 100, 110, /, 104, 108
O=[N+]([O-])c1cc2c(cc1Br)C1C(C3C2C(Cl)(Cl)C(Cl)=C(Cl)C3(Cl)Cl)C(Cl)(Cl)C(Cl)=C(Cl)C1(Cl)Cl (stereo unspecified)
→ 102, /, 102, 96, 91, 92, 100, 81

The main list resumes with the five entries that preceded the break.
Every second line gives: SK-MEL-5, EKVX, SK-MEL-28, A549/ATCC, M14, HOP-62, HOP-92, SK-MEL-2
O=[N+]([O-])c1cc2c(cc1Br)C1C(C3C2C(Cl)(Cl)C(Cl)=C(Cl)C3(Cl)Cl)C(Cl)(Cl)C(Cl)=C(Cl)C1(Cl)Cl (stereo unspecified)
→ 102, /, 102, 96, 91, 92, 100, 81
CC(C)(C)c1nn(-c2ccccc2)c2c1COCN2Cc1ccc(F)cc1
→ 79, 95, 103, 96, 97, 83, 81, 71
COc1cc(OC)cc(C2CC(=O)Nc3c2c(C)nn3-c2nc3ccccc3[nH]2)c1 (stereo unspecified)
→ -62*, 18, 38, 15, 12, -44*, 0.3*, 38
O=c1onc(-c2cc3ccccc3nc2Cl)n1-c1ccc(F)cc1
→ 76, 80, 105, 89, 79, 86, 96, 96
CCCCOc1ccc(/C=C2/SC(N3CCOCC3)=NC2=O)cc1OCC
→ 99, 91, 97, 96, 92, 104, 71, 102
N#CC1=C(N)Oc2c(ccc3ccccc23)C1c1cc2ccccc2n2nnnc12 (stereo unspecified)
→ 8.0*, 52, 39, 33, 13, 25, 49, 12
N#Cc1c(-c2cccc(Cl)c2)cc(-c2ccncc2)[nH]c1=O
→ 100, 105, 103, 86, 107, 87, 98, 113
CN1CCC2(CC1)N=C(SCC(=O)Nc1cnc3ccccc3c1)C(c1ccc(Br)cc1)=N2
→ -96*, 38, -70*, 24, -84*, 39, /, -31*
NS(=O)(=O)c1cccc(Nc2nc(SCC(=O)c3ccccc3)nc3ccccc23)c1
→ 95, 97, 99, 95, 105, 93, 89, 104
CC/C=C\C[C@H](F)C/C=C1/C(=O)C=C[C@@H]1C/C=C\CCCC(=O)OC
→ -82*, 32, 9.6*, 24, 1.2*, -26*, 69, 41
CCC1=C(c2ccc(OC)cc2)C(C)Oc2cc(OC(C)=O)ccc21 (stereo unspecified)
→ /, 75, 94, /, 83, 100, /, 90
NC1=Nc2cc(OCCCN3Cc4ccccc4C3)c(OCC3CC3)cc2C12CCCC2
→ -11*, 73, -44*, 64, -70*, 77, 41, /
NS(=O)(=O)c1ccc(N=C2NC(=O)/C(=C/c3ccco3)S2)cc1
→ 112, 101, 113, 106, 113, 102, /, 118
c1cc2ccc3cc2cc1CNCCN1CCNCc2ccc4ccc(cc4c2)CNCCN(CCNC3)CCNCc2ccc3ccc(cc3c2)CNCC1
→ 89, 49, 63, 2.2*, 96, 60, -18*, -9.8*
CCCCCCC12CCC(=O)N1CCc1cncn12 (stereo unspecified)
→ 99, 100, 112, 95, 113, 100, 113, 108
Cn1c(SCC(=O)c2ccc(Br)cc2)nc2ccccc2c1=O
→ 92, 82, 97, 96, 97, 105, 91, 102
O=C1[C@H]2Cc3c([nH]c4ccccc34)[C@@H](c3ccc(Cl)cc3)N2C(=O)CN1C1CCN(Cc2c(Cl)cccc2Cl)CC1
→ 90, 79, 103, 88, 84, 85, 22, 102
N#CCCN(C(=O)Nc1ccc(Cl)c(Cl)c1)C1CCCCC1
→ 95, 104, 112&99, 99&86, 97&105, 100&97, 87, 87&107
